FBW7 act – FBW7 E3 ligase activators, primary screen, biochemical, AlphaScreen, human; F-box/WD repeat-containing protein 7 (Homo sapiens), Q969H0; 0.13% of 650,000 active; normalized activity (activation), % at 26.1 µM; AlphaScreen FBW7–phospho-cyclin E peptide binding, activator screen; AID 1259310, 2017; in the data active = normalized activity above about 1.9%;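 note: purified mutant Fbw7 with reduced substrate affinity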
Target sequence (Q969H0 whole entry, looked up): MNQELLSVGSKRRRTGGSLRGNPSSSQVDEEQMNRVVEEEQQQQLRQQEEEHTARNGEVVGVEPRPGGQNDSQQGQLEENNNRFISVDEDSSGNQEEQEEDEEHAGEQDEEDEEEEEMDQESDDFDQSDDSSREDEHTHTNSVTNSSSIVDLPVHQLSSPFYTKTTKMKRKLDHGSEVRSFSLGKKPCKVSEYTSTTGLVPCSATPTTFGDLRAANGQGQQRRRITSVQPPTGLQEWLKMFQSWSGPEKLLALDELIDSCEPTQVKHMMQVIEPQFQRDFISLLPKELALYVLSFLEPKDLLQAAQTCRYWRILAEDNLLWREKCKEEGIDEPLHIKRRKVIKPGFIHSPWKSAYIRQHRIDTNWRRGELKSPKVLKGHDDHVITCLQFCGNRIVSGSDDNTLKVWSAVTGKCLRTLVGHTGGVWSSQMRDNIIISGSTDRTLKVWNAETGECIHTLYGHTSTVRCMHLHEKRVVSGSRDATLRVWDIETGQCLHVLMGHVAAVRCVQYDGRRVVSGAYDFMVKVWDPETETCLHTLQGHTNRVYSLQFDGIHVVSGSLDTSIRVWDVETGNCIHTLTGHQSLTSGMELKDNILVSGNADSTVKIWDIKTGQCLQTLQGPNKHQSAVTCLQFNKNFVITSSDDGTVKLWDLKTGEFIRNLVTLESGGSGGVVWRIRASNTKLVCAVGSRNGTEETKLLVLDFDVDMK
MITF primary – MITF inhibitors, primary screen, biochemical, AlphaScreen, human; Microphthalmia-associated transcription factor (Homo sapiens), O75030; AlphaScreen MITF homodimerization, bead proximity signal; inhibition, % at 2.6 µM; 0.91% of 650,000 active; AID 1259374, 2018; in the data active = inhibition above about 50%;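 note: 0% = vehicle wells with protein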
GPR151 activ – activators of human GPR151, primary screen, cell-based, PathHunter beta-arrestin, luminescence. G-protein coupled receptor 151 (Homo sapiens), Q8TDV0. PathHunter beta-arrestin GPR151 cells. activation, % at 11.2 µM. 1% of 650,000 active. AID 1508602, 2020; in the data active = activation above about 4.9%;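 note: 0% = median of compound wells and 100% = cells with positive control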
TEAD-YAP block – TEAD-YAP interaction inhibition, primary screen, TEAD-YAP interaction inhibitor project, luminescence, HEK-TIYL cells. inhibition, % at 9.12 µM. 1.4% of 640,000 active. AID 1259422, 2018. TEAD-Gal4/YAP UAS-luciferase luminescence; in the data active = inhibition above about 32%;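 note: 0% = median of test compound wells and 100% = reference inhibitor wells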
* marks the source's active call; other numbers are inactive results; & = joins results of further samples.

SMILES	FBW7 act	MITF primary	GPR151 activ	TEAD-YAP block
Cc1ccc(C(=O)NC2CCN(CC(=O)Nc3c(C)cc(C)cc3C)CC2)cc1	0.1	2	-0.6	-4
CCOc1cc(C=C2C(=O)N(C)C(=O)N(C)C2=O)cc(Br)c1OCC	-0.9	2	3.2	-1
O=C(NCc1cccc(C(F)(F)F)c1)c1cncc(Nc2ncccn2)c1	0.3	-21	2.0	19
O=C(Cn1c2c(c3ccccc31)CCC2)N1CCN(C(=O)c2ccco2)CC1	0.0	12	0.3	-4
O=C(CCN1CCOCC1)N/N=C/c1cc(Br)cc(Br)c1O	-1.1	22	0.9	10
O=C(O)c1cc(NC(=O)c2ccc(I)cc2)cc(C(=O)O)c1	0.1	4	3.7	0
CCOC(=O)C1=C(C)NC2=C(C(=O)CCC2)C1c1cccc([N+](=O)[O-])c1 (stereo not given)	-0.1&-0.2&0.5	-3&-7&10	-1.3&1.6&0.7	-2&1&7
COc1ccc(N(C)C(=O)c2noc3c2COc2ccccc2-3)c(OC)c1	-0.2	-9	0.7	15
COC(=O)c1ccc(S(=O)(=O)c2ccc([N+](=O)[O-])cc2)cc1	-0.1	2	0.2	-1
CNC(=O)Cc1nc2ccccc2n1CC(=O)Nc1cc(C)ccc1C	-0.1	-6	3.4	-3
Cc1cc(N2CCCC(C(=O)O)C2)n2cnnc2n1 (stereo not given)	0.0	0	2.4	4
O=C(Nc1ccc(-c2nc3cc(NC(=O)c4ccc(Cl)cc4)ccc3o2)cc1)c1ccc(Cl)cc1	0.1	8	0.0	0
CC1(C)C2CCC1(C)C(OC(=O)c1cc3cc([N+](=O)[O-])ccc3oc1=O)C2 (stereo not given)	-0.1	-1	0.2	-2
CN(CC(=O)NCCC1=CCCCC1)S(=O)(=O)c1cccc2cccnc12	-0.2	10	0.0	9
O=C(COc1ccccc1F)Nc1ccc2c(c1)OCCO2	0.3	-6	0.5	-36
CCNC(=O)Nc1cc(C)nn1-c1nc(C)c(CC)c(=O)[nH]1	-1.1	27	-0.8	6
CN1CC2([N+](=O)[O-])C(=O)c3ccccc3C([N+](=O)[O-])(C1)C2CC(=O)c1ccccc1 (stereo not given)	0.0	-2	-0.5	-4
COc1cccc2cc(-c3csc(N/N=C(\C)c4ccccc4)n3)c(=O)oc12	0.2	-2	-1.5	-37
COc1ccccc1Oc1nnnn1-c1ccc(C(N)=O)cc1	-0.1	0	0.6	10
CN(CCC1CCOCC1)C(=O)CCc1nnc(CCc2ccccc2)o1	-0.1	2	-0.1	-28
COC(=O)C1=NNC2C(=O)N(Cc3ccccc3)C(=O)C12 (stereo not given)	0.2	2	0.7	12
Fc1ccc(-c2nn3c(Cn4cnc5ccccc54)nnc3s2)cc1	-0.1	9	-0.2	-12
Cc1ccc(SCCOC(=O)c2cccc(NS(C)(=O)=O)c2)cc1	0.2	8	-1.3	-1
CCOc1ccc(N2CC(CNC(=O)C(C)C)CC2=O)cc1 (stereo not given)	0.1	4	-0.6	5
Cc1ccc(C)c(NC(=O)Nc2c(C)n(C)n(-c3ccccc3)c2=O)c1	1.3	-4	-0.8	-3
CC(C)n1cnc2c(Nc3ccccc3)nc(Nc3ccc(C(F)(F)F)cc3)nc21	0.2	9	0.9	-8
CCCn1c(CCC(=O)N2CCC(C)CC2)nc2cccnc21	-0.2	-14	0.2	-15
Cc1ccc(C)c(S(=O)(=O)NCc2nc(N3CCCC3)c3cccc(C)c3n2)c1	0.4	-10	0.5	1
CN1CCN(S(=O)(=O)c2cccc(N)c2)CC1	1.1	12	-0.8	12
O=C(Nn1c(C2CCCCC2)nc2ccccc2c1=O)c1cccnc1	0.6	8	-1.4	8
CCCCCCOc1cccc(NS(=O)(=O)c2c(C)[nH]c(=O)[nH]c2=O)c1	-0.1	4	-0.4	12
C=CCc1cc(Cl)ccc1OCCCN1CCOCC1	-0.1	71*	3.8	11
O=C(Nc1ccc(F)cc1F)NC1CCN2CCCc3cccc1c32 (stereo not given)	0.0	-2	0.6	-1
CCCCNc1nc(SC(CC)C(=O)NCCCOC)nc2ccccc12 (stereo not given)	-0.2	-1	2.1	12
[Zn+2].c1ccc2c(c1)-c1nc-2nc2[n-]c(nc3nc(nc4[n-]c(n1)c1ccccc41)-c1ccccc1-3)c1ccccc21	0.8	2	11*	9
CC1CN(CCNC(=O)c2cccs2)Cc2ccccc2O1 (stereo not given)	0.1	-17	-1.1	6
COc1ccc([N+](=O)[O-])cc1NC(=O)CCCCC(=O)Nc1cc([N+](=O)[O-])ccc1OC	0.8	3	-0.7	14
CCC(=O)NC(O)C(=O)c1ccc(C)cc1 (stereo not given)	0.1	0	2.6	7
N#Cc1ccc(Oc2ccc(C#N)cc2)cc1	0.2	5	-1.4	12
Cc1nonc1OCCNCCNc1ccccc1[N+](=O)[O-]	0.0	1	5.6*	1
O=C(NCc1ccccc1)c1ccc2ccccc2c1	0.4	17	0.9	-45
Cc1cccc(OCCSc2nc(C)cc(=O)[nH]2)c1	-0.3&-0.1	-3&15	-1.2&0.3	-19&-3
Cn1ncc2c(Nc3ccc(SC(F)F)cc3)ncnc21	0.2	-7	-0.4	-20
C/C(=N/NC(=O)c1ccc(C)nc1)c1ccc2c(c1)CCCC2	0.6	11	2.8	6
CCCCC(Sc1nc2cc3c(cc2c(=O)n1CCC(=O)N1CCN(c2ccccc2)CC1)OCO3)C(=O)OCC (stereo not given)	0.0	9	-1.7	-2
O=S(=O)(c1ccc(F)cc1)N1C2CCC1CC(O)(c1cccc(F)c1)C2 (stereo not given)	0.7	3	0.1	-1
CCCCCC1CCC(c2ccc(-c3ccccc3)cc2)CC1 (stereo not given)	0.0	0	-0.1	2
Cc1nc(Cl)c(C(=O)O)c(C)c1Cl	-0.1	-11	2.0	-6
O=C(O)c1cccc(S(=O)(=O)NCC2CCCO2)c1 (stereo not given)	0.1	15	-0.1	0
O=C(Nc1ccccc1Cl)N1CCN(c2nc3ccc(F)cc3s2)CC1	-0.1	14	-0.6	-22
N#Cc1cc2cc3c(cc2nc1SCC(=O)NCc1ccccc1)OCO3	-0.1	2	2.5	-5
CC(=O)Nc1ccccc1NC(=O)COc1ccc(Br)c(C)c1	0.5	-3	0.9	4
O=C(CSc1nc2ccc(NC(=O)CSc3nc4ccc([N+](=O)[O-])cc4s3)cc2s1)Nc1ccccc1	-0.1	6	-1.7	-5
CSc1ccc(CNCc2ccco2)cc1	-0.3	-10	1.1	2
COCCNCC(=O)Nc1ccccc1F	0.8	-11	-0.7	-10
Fc1ccccc1NC(=S)NC1CCCC1	-0.1	-8	1.8	-14
CCCC(c1nnnn1C(C)(C)C)N1CCN(Cc2ccccc2)CC1 (stereo not given)	0.0	-7	-0.7	-31
CC1=NN(c2ccc(C(=O)O)cc2)C(=O)/C1=C\c1ccc(O)c(O)c1	-0.2	23	-0.9	6
CCOc1ccc(Br)cc1S(=O)(=O)N1CCN(c2ccc(-n3cccn3)nn2)CC1	0.0	-9	-0.1	1
N#Cc1ccccc1OCC(=O)Nc1nn2cc(-c3ccccc3)nc2s1	0.0	-3	-0.9	-52

Next section; it opens with the six that closed the last part.
SMILES	FBW7 act	MITF primary	GPR151 activ	TEAD-YAP block
COCCNCC(=O)Nc1ccccc1F	0.8	-11	-0.7	-10
Fc1ccccc1NC(=S)NC1CCCC1	-0.1	-8	1.8	-14
CCCC(c1nnnn1C(C)(C)C)N1CCN(Cc2ccccc2)CC1 (stereo not given)	0.0	-7	-0.7	-31
CC1=NN(c2ccc(C(=O)O)cc2)C(=O)/C1=C\c1ccc(O)c(O)c1	-0.2	23	-0.9	6
CCOc1ccc(Br)cc1S(=O)(=O)N1CCN(c2ccc(-n3cccn3)nn2)CC1	0.0	-9	-0.1	1
N#Cc1ccccc1OCC(=O)Nc1nn2cc(-c3ccccc3)nc2s1	0.0	-3	-0.9	-52
CCN(CC)c1cc(Nc2ccccc2OC)c([N+](=O)[O-])c2nonc12	-0.1	-1	0.3	5
CCC(C)Oc1ccc(/C=C2/NC(=O)NC2=O)cc1OC (stereo not given)	-0.1	-23	-0.9	-18
CCCCC(CC(=O)OCC)NC(=O)CCc1nnc(CCc2ccccc2OC)o1 (stereo not given)	0.1	-10	0.7	-12
COc1ccc(CC(=O)Nc2cc(N3c4ccccc4C(=O)NC3(C)C)ccn2)cc1	0.2	3	-0.6	15
O=C(N/N=C/c1ccc(O)c([N+](=O)[O-])c1)c1ccccn1	0.0	16	-3.4	-65
CCOC(=O)c1c(C)n(-c2ccccc2)c2c1cc(OC(=O)c1ccccc1C)c1ccccc12	-0.1	6	-1.2	0
Cc1cc(N2CCCCC2)nc2ccc(NC(=O)c3ccc(=O)[nH]c3)cc12	1.0	15	-1.9	-11
Cc1cc(C)c[n+](-c2c(/C=N/NC(N)=S)sc(=O)n2C)c1	0.1	5	2.1	-3
Cc1nc2cc(-c3ccccc3)nn2c(C)c1CCC(=O)N1CCN(c2ccccn2)CC1	-0.1	-11	-0.8	-6
CCN(CC)c1nc(NCCc2ccc(OC)cc2)nc(NCc2cccnc2)n1	0.0	22	0.8	2
CCOC(=O)c1c(C)oc2c1cc(NS(=O)(=O)c1ccc(C(C)C)cc1)c1ccccc12	0.4	-3	-0.5	4
CCCCCc1ccc(-c2ccc(C(=O)Nc3ccc(C)cc3C)cc2)nc1	0.0	8	-0.5	2
COC(=O)C1=C(C)N=C2SCCC(=O)N2C1c1ccc(OC)cc1 (stereo not given)	0.0	0	-1.2	4
CN(Cc1nccs1)c1nc2nonc2nc1NC1CCCC1	-0.1	-15	1.2	-5
N#Cc1ccc(OCC(=O)N/N=C/c2c[nH]c3ccc(Br)cc23)cc1	-0.1	8	0.0	4
CC(C)NC(=O)NC(=O)COC(=O)CCOc1ccccc1	-0.1	-6	0.0	1
Cc1cc(C)nc(SCC(=O)Nc2ccc(OC(F)(F)F)cc2)n1	0.7	15	0.7	6
Cc1sc2nc(SCC(=O)Nc3nccs3)[nH]c(=O)c2c1C	-0.1	9	-0.6	-6
CC(C)c1ccc(NC(=O)C(c2ccccc2)N(Cc2ccccc2)c2ccccc2)cc1 (stereo not given)	0.1	7	-0.3	-4
COc1ccc(/C=C(/NC(=O)c2ccccc2Br)C(=O)NC(C)C(=O)O)cc1 (stereo not given)	0.2	2	-0.4	-3
CCN1CCN(C(=O)c2ccccc2F)CC1	-0.1	5	-0.4	1
OCCC1CN(Cc2c[nH]c3ccccc23)CCN1C1CCCCC1 (stereo not given)	0.0	-16	-0.3	-5
CCOC(=O)C1(Cc2ccccc2C)CCCN(C(=O)CSc2nnc(CC)o2)C1 (stereo not given)	0.0	-7	-0.2	-6
CC(C)Oc1ccc(C2N3CC4(C)CN2CC(C)(C3)C4=O)cc1 (stereo not given)	-0.2	1	-0.9	-7

Reprinted at random: 4 compounds from above, in no set order.
SMILES	FBW7 act	MITF primary	GPR151 activ	TEAD-YAP block
Cc1cc(C)nc(SCC(=O)Nc2ccc(OC(F)(F)F)cc2)n1	0.7	15	0.7	6
N#Cc1ccc(OCC(=O)N/N=C/c2c[nH]c3ccc(Br)cc23)cc1	-0.1	8	0.0	4
CCOC(=O)C1(Cc2ccccc2C)CCCN(C(=O)CSc2nnc(CC)o2)C1 (stereo not given)	0.0	-7	-0.2	-6
CC(C)c1ccc(NC(=O)C(c2ccccc2)N(Cc2ccccc2)c2ccccc2)cc1 (stereo not given)	0.1	7	-0.3	-4

Later entries
SMILES	FBW7 act	MITF primary	GPR151 activ	TEAD-YAP block
CCOc1ccc2oc(C(=O)Nc3nn[nH]n3)c(C)c2c1	0.0	-4	3.6	0
C=CCc1cccc(/C=N/NC(=O)CNc2ccc(Br)cc2)c1O	0.0	5	1.6	12
CS(=O)(=O)NCc1nc(NCCCc2ccccc2)c2ccccc2n1	0.0	-4	-0.3	5
COc1ccc(Cc2nc3c4cnn(C)c4ncn3n2)cc1OC	-0.2	13	1.5	1
COc1ccc(NC(=O)CSc2nnc3c(n2)[nH]c2ccc(C)cc23)c([N+](=O)[O-])c1	-0.1	-6	-1.0	-5
O=C(NCCOc1ccccc1)c1n[nH]c(=O)c2ccccc12	0.7	14	1.6	0
O=C(NCc1cccnc1)c1ccc2c(c1)C(=O)N(CC1CCCO1)C2=O (stereo not given)	0.8	10	-1.7	3
c1ccc(OCCn2c(Nn3cnnc3)nc3ccccc32)cc1	-0.3	10	0.4	8
Cc1cc(=O)[nH]c(N(C)Cc2ccccc2)n1	0.3	6	-0.7	2
CC(C)(C)c1ccc(-c2nn(CCC#N)cc2C=C2C(=O)NC(=O)NC2=O)cc1	-0.1	-18	0.5	-11
COC(=O)c1ccccc1NC(=O)CSc1nc2c(sc(=S)n2Cc2ccco2)c(=O)n1-c1ccccc1	0.0	-9	-0.1	-6
O=C(CCC1CCCC1)NCc1ccc(Cl)cc1	0.0	5	-0.6	-3
COCCCNC(=S)NNC(=O)OC(C)(C)C	0.2	6	0.2	3
c1csc(-c2nc3cnccn3c2NC2CCCCC2)c1	0.1	-7	0.5	-6
COc1ccc(CNC(=O)c2nc3ncccn3n2)cc1	-0.1	0	-0.6	11
O=C(CC1(O)C(=O)Nc2ccc([N+](=O)[O-])cc21)c1ccc(Cl)cc1 (stereo not given)	-0.1	-4	0.3	5

Screening results deposited in PubChem by The Scripps Research Institute Molecular Screening Center.
